High-throughput results from PubChem BioAssay.
Autophagy HCS = autophagy modulation, high-content screen | MEF GFP-LC3 puncta imaging; test concentration mostly 10 µM | calls only at 10 µM (by protocol) | 0.98% of 190,000 active;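 active = percentage of spot-positive cells more than 3 SD above its plate mean, without a fluorescence outlier flag or 80% toxicity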;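 also: spot-positive cell cutoff set from DMSO-treated cells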
bCat nuc transl = modulators of beta-catenin nuclear translocation; HeLa beta-catenin nuclear translocation, immunofluorescence imaging; nuclear translocation activity, % at 5 µM; 0.3% of 190,000 active;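 active = nuclear translocation activity above 50% at 5 µM, with a well cell count of 50 or more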;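 also: per-cell ratio of nuclear to cytoplasmic median beta-catenin stain intensity; plate controls were DMSO negative control for no effect and GSK-3 inhibitor IX positive control for full effect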
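Test system: human HeLa cell line; Doses: 5 µM primary, 0.02–20 µM confirmation; Incubation: 24 h compound exposure, 37°C; Detection: beta-catenin immunofluorescence imaging with DAPI; Read-out: beta-catenin nuclear/cytoplasmic ratio, % activation.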
T cell modulator = T cell immune modulation candidate | 2C CD8+ T cell-vesicle binding, flow cytometry; active compounds read low | calls only at 7 µM | 0.068% of 330,000 active;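 active = response, share of CD8 T cells binding vesicles, and their 90th percentile fluorescence all below set limits, cut at about 80% in these data, passing the limit was not always enough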
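Incubation: binding step 1.5 h, 37 °C, antibody labelling 20 min, ice; system: murine 2C transgenic CD8+ T lymphocytes; technique: cytometric PE anti-B7-1 and Alexa647 anti-CD8 signals after 1% paraformaldehyde fixation; also added: QL9-charged Drosophila Ld/ICAM-1/B7-1 vesicles; control set: naked versus QL9-loaded vesicles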
Salmonella PhoP GFP = inhibitors of PhoP regulon expression, primary screen, Salmonella Typhimurium, GFP reporter (AID 1863); S. Typhimurium PhoP-regulated promoter GFP reporter, 4 h; higher % means a stronger effect; 0.16% of 300,000 active; inhibition, % at 50 µM, or IC50 in µM where a hit was titrated;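 active = inhibition over 29.93%, a cutoff 3 SD above the screen mean, later confirmed by dose response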;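 also: 0% = low Mg2+ inducing control and 100% = high Mg2+ repressing control; strong numbers were not always called active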
ER stress rescue = rescue of cells from ER stress-induced death, primary screen, 384-well, CSM14.1, thapsigargin, ATP luminescence (AID 1222); CSM14.1 thapsigargin-induced death rescue, ATP luminescence; higher % means a stronger effect; cellular ATP content (survival), % at 20 µM, or EC50 in µM where a hit was titrated; 190,000 tested, under 10 active;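 active = EC50 below 50 µM in the dose-response confirmation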;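 also: death triggered by thapsigargin at about 15 µM added after 2 h compound pretreatment; cell ATP read after overnight thapsigargin exposure of roughly 18 to 22 hours; normalized against plate controls of thapsigargin alone and 5% DMSO vehicle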
Insulin prom up = MIN6 insulin promoter up-regulation | z-score at 5 µM | MIN6 insulin promoter-GFP reporter, high-content imaging; active compounds read high | 0.3% of 190,000 active;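 active = z-score above 3 at 5 µM with at least 500 cells counted in the well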
Hep lipid drop = modulators of hepatic lipid droplet formation. AML12 mouse hepatocytes, oleate lipid droplets, BODIPY imaging. inhibition, % at 6.5 µM. 0.4% of 240,000 active;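 active = lipid droplet intensity inhibited by at least 50%, with more than 500 cells counted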
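Assay system: AML12 mouse liver cells | Compound: 6.5 µM single-point dosing | Schedule: Overnight exposure | Technique: Fluorescence imaging, 20x objective, two fields per well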
Dynein cargo inh = blocks dynein driven cargo transport along microtubules | z-score, hits read low | AID 1381 | 0.47% of 220,000 active | 3617.4 mouse cells, GR-EGFP nuclear translocation imaging; test concentration mostly 20 µM; stimulated with dexamethasone, 1 µM; active compounds read low;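 active = plate z-score of nuclear minus cytoplasmic receptor signal below a set negative limit, without overly bright fluorescence or cell loss, cut at about -3.5 in these data, passing the limit was not always enough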;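 also: z-score of nuclear minus cytoplasmic ring GR-EGFP intensity difference per well; some compounds called inactive have numbers as strong as hits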
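Buffer or medium: tet-free medium with charcoal-stripped serum / Also added: dexamethasone agonist, 1.0 µM final, for 30 min / Timing: induction 48 h, compound 1 h, agonist 30 min / Measured by: high-content fluorescence imaging after fixation / Read-out: nuclear-to-cytoplasmic GR-EGFP distribution per well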
MT stabilizer = stabilizes microtubules in HeLa cells; HeLa tubulin immunostaining HCS, 24 h; share of cells brighter than vehicle mean+2SD; 0.83% of 200,000 active; AID 2205; % tubulin-high responders, % at 10 µM;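 active = plate Z-score above 3 for both tubulin-high and condensed-nucleus cell shares, with cell loss under 80%, at 10 µM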;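 also: anti alpha tubulin signal scored within the nucleus-defined area of each cell; some results filed as inactive read as strong as hits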
Dynein cargo inh cytoplasmic EGFP = recorded beside Dynein cargo inh, whose call it bears; z-score; measured here: cytoplasmic GR-EGFP intensity; active compounds read high
Dynein cargo inh nuclear GR-EGFP = second read-out of Dynein cargo inh, no call of its own (marks repeat the call); z-score; measured here: nuclear GR-EGFP intensity;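 lower value marks the stronger effect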
Dynein cargo inh cell count = also measured in Dynein cargo inh; calls as there; z-score; measured here: cell count per field
Insulin prom up cell count = recorded beside Insulin prom up, whose call it bears; cell count; measured here: cytotoxicity, nuclei count;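 total cells summed across four imaged fields per well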
Hep lipid drop cells 6.5 µM = recorded beside Hep lipid drop, whose call it bears; cell count; measured here: cell count, cytotoxicity flag;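 cells counted across two imaged fields per well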
bCat nuc transl cell count 5 µM = recorded beside bCat nuc transl, whose call it bears; cell count; measured here: cell count, cytotoxicity flag
T cell modulator vesicle-bound % = also measured in T cell modulator; calls as there; double positive events, %; measured here: CD8+ vesicle-bound cell fraction;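 binding gate set so that unloaded-vesicle control wells show 10% double positive cells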
MT stabilizer Hoechst-high % = recorded beside MT stabilizer, whose call it bears; % Hoechst-high responders; measured here: nuclear condensation Hoechst responders;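 share of cells brighter than vehicle mean plus two SD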
MT stabilizer cytotoxicity % = also measured in MT stabilizer; calls as there; toxicity, %; measured here: cytotoxicity by cell density;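 0% = mean cell density of plate MIN control wells and 100% = no cells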
Autophagy HCS cell loss 18 h = second read-out of Autophagy HCS, no call of its own (marks repeat the call); toxicity, %; measured here: cell loss, nuclei count;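 cell loss after 18 h compound exposure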
Starred values were filed as active, the others as inactive; i = inactive; · = not tested or not shown. Hits appear at their usual frequency. Share with any hit: about 3%.

SMILES | Autophagy HCS | Autophagy HCS cell loss 18 h | bCat nuc transl | bCat nuc transl cell count 5 µM | T cell modulator | T cell modulator vesicle-bound % | Salmonella PhoP GFP | ER stress rescue | Insulin prom up | Insulin prom up cell count | Hep lipid drop | Hep lipid drop cells 6.5 µM | Dynein cargo inh | Dynein cargo inh cytoplasmic EGFP | Dynein cargo inh nuclear GR-EGFP | Dynein cargo inh cell count | MT stabilizer | MT stabilizer Hoechst-high % | MT stabilizer cytotoxicity %
CCOP(=O)(OCC)/C(C#N)=C/c1cc(OC)ccc1OC | · | · | -4.0 | 1214 | i | 19 | 0% | · | -0.18 | 1393 | 17 | 578 | 0.26 | -0.17 | 0.33 | -0.27 | · | · | ·
NC(=O)C1CCN(C(=O)/C=C/c2ccco2)CC1 | i | 8 | · | · | i | 45 | 1% | -1.7% | -0.36 | 1240 | 17 | 698 | -0.8 | -0.3 | -0.79 | 1.2 | 3.2 | 3.3 | 2.6
O=S(=O)(c1ccc(Cl)cc1)N1CCN(C(=S)Nc2ccc(F)c(Cl)c2)CC1 | i | 4 | -0.1 | 538 | i | 10 | -12% | 3.3% | -0.02 | 1271 | 21 | 631 | -0.35 | -0.13 | -0.18 | -0.51 | 2.6 | 2.4 | 15
CC1(CCc2ccccc2)NC(=S)N(c2ccc(Cl)cc2)N1 (stereo unspecified) | i | -5 | 1.3 | 920 | i | 35 | -3% | -3.0% | -0.08 | 1390 | 3 | 656 | -0.46 | -0.33 | -0.6 | 0.99 | 4.0 | 3.8 | 4.8
CCOc1ccc(C(Nc2ccc(C)cc2)P2(=O)OCCC(C)O2)cc1 (stereo unspecified) | i | 95 | · | · | i | 35 | 9% | -0.1% | 0.22 | 1051 | -10 | 753 | 2.4 | 0.02 | 1.2 | -1.3 | 4.1 | 1.9 | 3.4
Cc1c(Cl)ccc2c1NC(=O)[C@]21N[C@@H](CCC(N)=O)[C@H]2C(=O)N(c3ccc(F)cc3)C(=O)[C@H]21 | i | 20 | -1.6 | 935 | i | 28 | 2% | -0.4% | 0.13 | 1332 | · | · | 0.39 | -0.24 | 0.72 | -1.6 | 5.4 | 2.6 | 0.2
O=C(Cc1ccccc1)NCCCc1ccccc1 | i | -7 | -5.2 | 993 | i | 36 | -7% | 0.2% | 0.75 | 951 | -10 | 686 | 1.1 | 0.034 | 0.44 | -0.51 | 1.3 | 1.0 | 3.2
COc1cc(C(=O)Nc2ccc3c(c2)OCCO3)ccc1-n1cnnn1 | i | -4 | -2.9 | 1195 | i | 44 | 16% | -3.7% | 0.35 | 1210 | 8 | 804 | 1.2 | -0.19 | -0.087 | -1.2 | 5.6 | 4.3 | 6.6
O=C(NCCCN1CCCC1=O)c1ccc2c(c1)NC(=O)C(N1CCOCC1)S2 (stereo unspecified) | i | 2 | · | · | · | · | -7% | · | -0.17 | 1294 | -2 | 715 | -0.58 | -0.21 | -0.54 | 0.68 | 4.0 | 1.4 | 4.9
COc1ccc(S(=O)(=O)N/N=c2\oc3c(OC)cccc3cc2S(=O)(=O)c2ccc(C)cc2)cc1OC | i | 7 | -1.4 | 1103 | i | 30 | -4% | 12% | -0.31 | 1276 | 7 | 696 | -0.66 | -0.23 | -0.2 | -0.17 | 2.3 | 2.5 | 8.7
CCCCN(CC)CCNC(=O)CCC(=O)Nc1ccc2nc(N3CCN(C)CC3)cc(C)c2c1 | i | -3 | -2.6 | 1103 | i | 14 | -2% | -0.9% | 1.9 | 1186 | 24 | 811 | -0.83 | -0.17 | 0.31 | -0.78 | 3.2 | 1.6 | 6.5
O=C1N(c2ccc(Cl)cc2)C(c2ccc(Cl)cc2)N2CCCN12 (stereo unspecified) | i | 7 | -1.5 | 1149 | i | 47 | -14% | -2.0% | -0.41 | 1383 | -6 | 683 | -0.43 | -0.21 | 0.017 | -0.1 | 2.9 | 3.7 | 4.2
CC(C)OP(=O)(OC(C)C)C(O)c1ccc2c(c1)OCO2 (stereo unspecified) | i | -2 | -1.0 | 993 | i | 37 | -2% | -1.7% | 0.63 | 1341 | -46 | 626 | 0.16 | -0.032 | 0.043 | -0.78 | 2.2 | 1.5 | 7.8
COc1c(C)cc(Br)cc1C(=O)Nc1ccc(C)cc1[N+](=O)[O-] | i | 6 | -4.1 | 1104 | i | 47 | -12% | 1.9% | 0.27 | 1514 | -9 | 691 | -0.65 | -0.2 | -0.45 | 0.12 | 3.4 | 2.5 | 8.1
Cc1ccc(Cn2nnc3c(=O)[nH]c(C4CCCN(S(=O)(=O)c5ccccc5)C4)nc32)cc1 (stereo unspecified) | i | -6 | · | · | i | 4 | 5% | 0.1% | · | · | 3 | 749 | 1.1 | 0.12 | 0.16 | -0.22 | 0.8 | 1.3 | 23
O=C(CSc1nnc(NC(=O)c2ccccc2Cl)s1)Nc1ccc2c(c1)oc1ccccc12 | i | -1 | -2.1 | 968 | i | 46 | -18% | -3.4% | 0.14 | 1309 | 6 | 670 | -1.1 | 0.058 | -0.31 | 0.86 | 3.2 | 1.6 | 1.3
CC(=O)Nc1ccc(N2C(=O)c3ccc(C(=O)Nc4nnc(SCc5ccc(F)cc5)s4)cc3C2=O)cc1 | i | 14 | 1.0 | 969 | i | 22 | -3% | 0.6% | -0.8 | 1522 | -12 | 660 | 0.98 | -0.18 | 0.4 | -1.6 | 5.0 | 2.6 | 4.5
Cc1cc(NC(=S)N(Cc2cccc(Br)c2)CC2CCC(C(=O)O)CC2)ccc1Cl (stereo unspecified) | i | 36 | -2.5 | 1149 | · | · | 7% | -5.5% | -1.1 | 1322 | -2 | 684 | -0.27 | -0.3 | -0.033 | 0.37 | 2.1 | 2.0 | 7.8
COc1cc(OC)cc(C(=O)NC(C)c2ccc(Br)cc2)c1 (stereo unspecified) | i | 17 | -1.5 | 871 | i | 58 | -4% | 0.2% | -0.94 | 1725 | -1 | 689 | -0.5 | -0.31 | -0.19 | 0.29 | 4.8 | 1.7 | 7.6
O=C(CCN1C(=O)c2ccccc2C1=O)N1CCN(Cc2ccccc2)CC1 | i | 0 | -3.3 | 1276 | i | 32 | 2% | 0.0% | 0.26 | 1258 | -12 | 724 | -0.74 | -0.27 | -0.13 | 0.57 | 1.2 | 0.3 | 27
Cc1cc(C)c(-c2csc(NC(=O)C3=NN(c4ccccc4)C(=O)CC3)n2)c(C)c1 | i | 4 | 1.0 | 1045 | i | 54 | 0% | 3.0% | -0.9 | 842 | -4 | 632 | -1.3 | -0.22 | -0.8 | 0.93 | 2.7 | 2.1 | 6.0
O=C(/C=C/c1ccco1)NC(=S)Nc1cccc(-c2nc3ccccc3s2)c1 | i | 12 | · | · | i | 35 | · | · | · | · | · | · | -1.2 | -0.14 | -0.099 | 1.7 | 39* | 27* | 36*
NC(=O)c1ccccc1NC(=O)COc1ccc(Cl)cc1 | · | · | -0.7 | 1342 | i | 55 | 1% | · | -0.28 | 930 | 22 | 421 | -0.56 | -0.85 | -0.62 | 0.55 | · | · | ·
COc1cc(CNCc2ccccn2)ccc1OCC(=O)NC1CCCCC1 | i | -1 | -3.2 | 1089 | i | 47 | -3% | 1.8% | 0.07 | 1548 | -2 | 502 | 0.14 | -0.29 | -0.072 | 0.67 | 4.2 | 1.6 | 5.8
O=c1nc(N(c2ccccc2)c2ccccc2)[nH]c(=O)[nH]1 | i | -2 | · | · | i | 24 | -3% | -2.7% | 0.08 | 1212 | -3 | 729 | 0.7 | -0.23 | 0.16 | 0.91 | 3.8 | 2.4 | 2.5
CN1/C(=C\C(=O)CSc2nncn2C)C(C)(C)c2ccccc21 | i | 9 | 1.9 | 1002 | i | 37 | 7% | -1.9% | -0.04 | 1279 | 14 | 635 | 0.22 | -0.27 | 0.092 | 0.17 | 2.4 | 2.8 | 7.0
C=CCn1c(C(CC)CC)nc2ccccc21 | · | · | 0.6 | 1369 | i | 27 | · | · | -0.44 | 1138 | -20 | 758 | 0.24 | -0.21 | 0.65 | -0.28 | · | · | ·
O=C(Nc1cccc(C(F)(F)F)c1)c1cccnc1N1CCN(c2ccccc2)CC1 | i | -1 | 1.4 | 1201 | i | 8 | -8% | -3.2% | 0.08 | 894 | -2 | 731 | -0.29 | -0.24 | 0.1 | -0.34 | 2.7 | 1.6 | 1.8

Whole records as entered above. Screens in order: Autophagy HCS, Autophagy HCS cell loss 18 h, bCat nuc transl, bCat nuc transl cell count 5 µM, T cell modulator, T cell modulator vesicle-bound %, Salmonella PhoP GFP, ER stress rescue, Insulin prom up, Insulin prom up cell count, Hep lipid drop, Hep lipid drop cells 6.5 µM, Dynein cargo inh, Dynein cargo inh cytoplasmic EGFP, Dynein cargo inh nuclear GR-EGFP, Dynein cargo inh cell count, MT stabilizer, MT stabilizer Hoechst-high %, MT stabilizer cytotoxicity %
COc1cc(CNCc2ccccn2)ccc1OCC(=O)NC1CCCCC1 across the screens: i, -1, -3.2, 1089, i, 47, -3%, 1.8%, 0.07, 1548, -2, 502, 0.14, -0.29, -0.072, 0.67, 4.2, 1.6, 5.8
O=C(Cc1ccccc1)NCCCc1ccccc1 across the screens: i, -7, -5.2, 993, i, 36, -7%, 0.2%, 0.75, 951, -10, 686, 1.1, 0.034, 0.44, -0.51, 1.3, 1.0, 3.2
